Screening data (PubChem)
NOD2 inhibition: inhibition of NOD2-driven NF-kB reporter – cell-based, luminescence, uHTS, HEK293 (AID 1566). 290,000 compounds, 0.63% hits. one-dose inhibition, % at 4 µM; EC50 in µM for titrated hits. HEK293 NOD2/NF-kB luciferase reporter, luminescence; higher % means a stronger effect; also: many of its hits are not listed in these tables
XIAP antagonists: small molecules displacing peptide from XIAP – biochemical, IAP family, fluorescence polarization (AID 1018) | one-dose displacement, % at 20 µM; IC50 in µM for titrated hits | 200,000 compounds, 0.007% hits | XIAP BIR domain, fluorescence polarization peptide displacement; higher % means a stronger effect; in the data active = displacement above about 50%; also: a part of the inactive calls stands beside numbers as strong as those of hits
LYP phosphatase: inhibitors of LYP phosphatase, biochemical, fluorescence intensity, uHTS (AID 1779); 290,000 compounds, 0.054% hits; recombinant LYP phosphatase, fluorescence intensity; higher % means a stronger effect; one-dose inhibition, % at 11.5 µM; IC50 in µM for titrated hits;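 also: plate controls were vehicle with enzyme for no effect and no enzyme for full effect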
PMI inhibition: MPI inhibition at elevated mannose 6-phosphate – biochemical, fluorescence intensity, high mannose 6-phosphate, primary screen (AID 1220); recombinant PMI enzyme, coupled fluorescence intensity; higher % means a stronger effect; inhibition, % at 20 µM, or IC50 in µM where a hit was titrated; 190,000 compounds, 0.66% hits
PMI inhibitors: MPI enzyme activity inhibition – biochemical, fluorescence intensity, coupled assay, primary screen (AID 1209); purified PMI enzyme, coupled fluorescence intensity; higher % means a stronger effect; inhibition, % at 20 µM; hits with a dose series show IC50 in µM; 190,000 compounds, 0.42% hits;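 also: plate controls were DMSO vehicle for no effect and wells lacking substrate for full effect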
KOR beta-arrestin-1: kappa opioid receptor blockers – cell-based, luminescence, uHTS (AID 1778) | KOR beta-arrestin recruitment, luminescence, antagonist mode; higher % means a stronger effect | 290,000 compounds, 0.091% hits | one-dose inhibition, % at 10 µM; IC50 in µM for titrated hits; also: strong numbers were not always called active
KOR beta-arrestin-2: KOR agonists, beta-arrestin recruitment, primary screen, cell-based, luminescence, uHTS (AID 1777); 280,000 compounds, 0.02% hits; KOR beta-arrestin recruitment, luminescence; higher % means a stronger effect; activation, % at 10 µM; hits with a dose series show EC50 in µM; in the data active = activation above about 50%, passing the limit was not always enough; also: a part of the inactive calls stands beside numbers as strong as those of hits
TNAP activators: human TNAP enzyme activators, primary screen, biochemical, luminescent, no phosphate acceptor, uHTS (AID 1001) | activation fold at 20 µM, or EC50 in µM where a hit was titrated | 200,000 compounds, 0.03% hits | purified TNAP, luminescent activation assay, no phosphate acceptor; higher activation fold means a stronger effect; in the data active = activation fold from about 3, or a potency from the dose series; inactive = the rest, 99 in 100 with activation fold below about 1.6; also: many of its hits are not listed in these tables
NOD1 inhibition: inhibition of NOD1-driven NF-kB reporter – cell-based, luminescence, uHTS, primary screen (AID 1578) | one-dose inhibition, % at 4 µM; EC50 in µM for titrated hits | 290,000 compounds, 1% hits | NOD1-driven NF-kB luciferase reporter cells, luminescence; higher % means a stronger effect; in the data active = inhibition mostly above about 36%, no sharp cut-off; inactive = mostly below about 34%;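 also: HEK-293T reporter cells stimulated with the NOD1 agonist gamma-tri-DAP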
* = called active by the depositor; / = not tested or not shown; [ ] = dose if it differs, or a comment. Rule as the data show it, unless noted: active = inhibition above about 50%; inactive = the rest.

SMILES | NOD2 inhibition | XIAP antagonists | LYP phosphatase | PMI inhibition | PMI inhibitors | KOR beta-arrestin-1 | KOR beta-arrestin-2 | TNAP activators | NOD1 inhibition
CC(C)(C)c1ccc(-c2noc(CCC(=O)NCC3CCCO3)n2)cc1 (stereo not given) | 45% | -1.1% | -8% | 1% | 3% | -18% | 5.5% | 1.2 | 53%
O=C(Nc1ccc(-c2nc3ccccc3[nH]2)cc1)c1ccccc1NS(=O)(=O)c1ccc(F)cc1 | 19% | -1.8% | -5% | 10% | 14% | -34% | 14% | 1 | 19%
CC1(C)CC(=O)C2=C(C1)N1C(=C(C#N)C2c2ccc(Cl)cc2)N=C(N)c2ccccc21 (stereo not given) | -15% | -14% | 0% | 15% | 10% | -24% | 1.1% | 1 | -22%
COc1cc(OC)c(NC2=CC(=O)C(=O)c3ccccc32)cc1Cl | 43% | / | -6% | / | / | -26% | -3.8% | / | -5%
O=C(CCS(=O)NCc1ccccc1)NCc1ccccc1 (stereo not given) | 13% | -7.0% | -11% | -10% | -27% | -29% | -2.9% | 1 | 2%
Cc1cc(C)c(NC(=O)C2CCCN(S(=O)(=O)c3c(C)noc3/C=C/N(C)C)C2)c(C)c1 (stereo not given) | -7% | / | -6% | / | / | -6% | -2.5% | / | -40%
CC(C)NC(=O)c1nn2c(C(F)(F)F)cc(-c3ccco3)nc2c1Cl | 10% | -10% | -1% | / | / | 1%[20 µM] | / | 1 | -19%
O=C(CSc1nnc2ccccn12)Nc1ccc(S(=O)(=O)N2CCOCC2)cc1 | 4% | -6.5% | 0% | -7% | -14% | -32% | 2.6% | 1.1 | -28%
CC(=O)N1CCN(c2ccc(NC(=O)c3cc4ccccc4o3)cc2)CC1 | 5% | / | -3% | / | / | 4% | -6.1% | / | 8%
O=C(Oc1ccc[nH]c1=O)c1cccc(Cl)c1 | -24% | / | -7% | / | / | 0% | -1.1% | / | -8%
COc1ccccc1C(C(=O)NCc1ccc(F)cc1)N(C(=O)c1csnn1)C1CC1 (stereo not given) | 11% | / | -3% | / | / | 4% | 0.1% | / | 13%
CCSc1nc2ccccc2n1Cc1nc(N)nc(N(C)C)n1 | -8% | -2.3% | -6% | 10% | 16% | -56% | 6.5% | 1.1 | 13%
CCCC(=O)Nc1cc2c(cc1C(=O)c1ccccc1)OCCO2 | -8% | -4.5% | 2% | 9% | 6% | -11% | 3.5% | 1.1 | -33%
O=c1cc(O)nc[nH]1 | -8% | / | -2% | / | / | 3% | 3.5% | / | -11%
Cc1ccccc1OC(C)C(=O)Nc1ccc(S(=O)(=O)N2CCCC2)cc1 (stereo not given) | 2% | / | -7% | / | / | 7% | -2.8% | / | -13%
O=C(O)CC12C[C@H]3C[C@@H](C1)CC(n1ncc(N4CCN(c5ccccc5)CC4)c(Cl)c1=O)(C3)C2 | -8% | -5.2% | 0% | -14% | 4% | -20% | 5.7% | 1 | -18%
CCC(CCC(=O)Nc1ccn(-c2ccccc2)n1)C(=O)O (stereo not given) | -16% | -7.6% | -5% | -11% | -4% | -133% | 0.0% | 1 | 7%
COc1ccc(-c2csc(=NCCO)n2-c2ccccc2)cc1 | 20% | / | -4% | / | / | -4% | -0.5% | / | -1%
O=C(CCC1CCN(C(=O)c2cc(C(F)(F)F)ccc2Cl)CC1)NC1CC1 | -17% | / | -10% | / | / | -29% | 1.8% | / | -3%
CCCCn1c(C)csc1=Nc1cccnc1 | -5% | -12% | 2% | 1% | 0% | -17% | 9.9% | 1.1 | -36%
COc1ccc2oc(=O)cc(CN3CCOCC3)c2c1 | 1% | / | -8% | / | / | -44%[20 µM] | -1.2% | / | -18%
Cc1ccc(C2C(C#N)=C(N)Oc3n[nH]c(-c4cccs4)c32)cc1 (stereo not given) | -17% | -11% | 6% | 19% | 13% | 4% | 0.5% | 0.9 | -38%
Cc1cc(C(=O)NCCC2=CCCCC2)no1 | -12% | -5.3% | 0% | 2% | 6% | -7% | -0.9% | 1.1 | -6%
CCOC(=O)Cn1cnc2sc(C(=O)OC)c(C)c2c1=O | -4% | -5.9% | -2% | 46% | 42% | -32%[20 µM] | / | 1.1 | -33%
COC(=O)C1=C(C)NC(C)=C(C(=O)OC)C1C(=O)OC(C)C(=O)c1ccccc1 (stereo not given) | 3% | -8.0% | -2% | 5% | 6% | -8% | 3.9% | 1.1 | -24%
SMILES | NOD2 inhibition | XIAP antagonists | LYP phosphatase | PMI inhibition | PMI inhibitors | KOR beta-arrestin-1 | KOR beta-arrestin-2 | TNAP activators | NOD1 inhibition
COc1cccc(CN2CCN(C(=O)c3ccc(-c4ccccc4)cc3)CC2)c1 | 1% | 1.4% | 2% | -1% | -1% | 25% | 8.0% | 1 | -15%
COc1ccc(N2C(=O)CC(Sc3nnc(-c4ccccc4F)n3C)C2=O)cc1 (stereo not given) | 10% | -2.8% | -10% | -3% | -3% | -2% | -6.7% | 0.9 | -20%
Cc1cc(C)nc(SCc2nnc(SCC(=O)N3CCCc4ccccc43)n2C)n1 | 6% | -6.7% | 2% | 1% | 3% | -22% | 0.5% | 1.1 | -14%
O=C(O)c1nnn(-c2ccc(F)cc2F)c1-c1ccccc1 | 8% | / | -5% | / | / | 18% | -3.5% | / | -6%
O=C(Nc1ccc(-c2ccc3nncn3n2)cc1)C1CCCCC1 | -1% | 2.9% | -9% | -10% | -6% | 14% | -2.4% | 1.1 | -16%
O=C(CSc1nc2ccccc2[nH]1)NCC1CCCO1 (stereo not given) | 4% | 1.8% | -8% | 5% | 7% | -4% | -1.6% | 1.1 | -3%
CC(C)(Oc1ccc(Cl)cc1)C(=O)OCC(=O)N1CCCC1 | 1% | -2.3% | 2% | 0% | -1% | 6% | 2.7% | 1.1 | 4%
COc1cc(/C=C(/C#N)c2nc3ccccc3c(=O)[nH]2)ccc1O | -24% | -1.3% | -7% | 14% | -4% | 0% | 0.9% | 0.8 | -26%
Nc1nccnc1C(=O)N/N=C/c1ccco1 | 2% | / | -4% | / | / | 17% | 2.4% | / | 5%
CSc1ccc(CCNC(=O)C2CCCN(S(=O)(=O)N3CCOCC3)C2)cc1 (stereo not given) | -6% | / | -2% | / | / | -23% | 8.3% | / | 9%
NC(=O)c1cc(N)ccc1N1CCCCC1 | 4% | -3.3% | -4% | 5% | -6% | -21% | -1.2% | 1 | -13%
Cc1cccc(CSc2nc3c(c(=O)n2C)SCC3)c1 | 26% | -8.3% | 2% | 17% | 26% | 15% | -1.8% | 1.2 | 39%
CCOC(=O)c1sc(=S)n(CC)c1N | -1% | 1.6% | -8% | -5% | -1% | -23% | 4.0% | 1 | -25%
COc1ccccc1NC(=O)Cc1nnc(SCC(=O)c2ccccc2)n1C | 0% | / | -9% | / | / | -12% | -0.4% | / | -18%
COc1ccc(/C=C/C(=O)c2cc(Br)ccc(=O)c2O)cc1 | 8% | -3.6% | 0% | -115% | -52% | -14% | -2.8% | 0.9 | -14%
N#C/C(=C\c1c(N2CCCCC2)nc2ccccn2c1=O)S(=O)(=O)c1ccccc1 | 11% | / | 10% | / | / | 20% | 1.7% | / | -6%
O=C(C[n+]1cccc2ccccc21)c1ccc(Cl)cc1 | 19% | / | -1% | / | / | 43% | 32% | / | 10%
Cc1ccc(NC(=O)CSc2nc(-c3ccco3)nc3cc(=O)[nH]n23)c(Cl)c1 | 4% | / | -3% | / | / | -6% | 2.2% | / | -21%
CN1/C(=C\C(=O)COC(=O)C2COc3ccccc3O2)C(C)(C)c2ccccc21 (stereo not given) | 0% | -14% | 4% | 16% | 10% | 0% | -3.7% | 1.1 | 8%
Cc1ccc(-c2nnn(CC(=O)N(Cc3cccs3)C(C(=O)NC(C)(C)C)c3ccco3)n2)o1 (stereo not given) | 14% | -3.8% | -2% | 12% | 15% | 40% | -2.8% | 1.1 | -11%
CCOc1cccc(CN2CCCC(C(=O)Nc3ccc(-c4ccn[nH]4)cc3)C2)c1O (stereo not given) | 4% | / | -9% | / | / | 28% | -0.5% | / | 13%
COc1ccc(NC(=O)C/C(C)=N/NC(=O)c2cnccn2)cc1Cl | -6% | / | 2% | / | / | -12% | 1.2% | / | -23%
COc1ccc(S(=O)(=O)N2CCCCC2)cc1NC(=O)c1cccs1 | 12% | / | -2% | / | / | -11% | -3.9% | / | -23%
O=C(NC(=S)NCc1cccnc1)c1ccc([N+](=O)[O-])cc1 | -13% | -5.2% | 5% | -7% | -12% | 5% | 3.9% | 0.9 | -32%
O=C(Cn1nnc(-c2cccs2)n1)NNC(=O)c1ccccc1Cl | -5% | / | -7% | / | / | 23% | 6.0% | / | 8%

Complete entries, looked up by structure. Order of screens: NOD2 inhibition | XIAP antagonists | LYP phosphatase | PMI inhibition | PMI inhibitors | KOR beta-arrestin-1 | KOR beta-arrestin-2 | TNAP activators | NOD1 inhibition
`O=C(O)c1nnn(-c2ccc(F)cc2F)c1-c1ccccc1` across the screens: 8% | / | -5% | / | / | 18% | -3.5% | / | -6%
`COc1ccc(NC(=O)C/C(C)=N/NC(=O)c2cnccn2)cc1Cl` across the screens: -6% | / | 2% | / | / | -12% | 1.2% | / | -23%

An excerpt from above, showing only PMI inhibition and KOR beta-arrestin-1:
| Structure | PMI inhibition | KOR beta-arrestin-1 |
| --- | --- | --- |
| O=C(C[n+]1cccc2ccccc21)c1ccc(Cl)cc1 | / | 43% |
| Cc1ccc(NC(=O)CSc2nc(-c3ccco3)nc3cc(=O)[nH]n23)c(Cl)c1 | / | -6% |
| CN1/C(=C\C(=O)COC(=O)C2COc3ccccc3O2)C(C)(C)c2ccccc21 (stereo not given) | 16% | 0% |
| Cc1ccc(-c2nnn(CC(=O)N(Cc3cccs3)C(C(=O)NC(C)(C)C)c3ccco3)n2)o1 (stereo not given) | 12% | 40% |
| CCOc1cccc(CN2CCCC(C(=O)Nc3ccc(-c4ccn[nH]4)cc3)C2)c1O (stereo not given) | / | 28% |
| COc1ccc(NC(=O)C/C(C)=N/NC(=O)c2cnccn2)cc1Cl | / | -12% |

The listing continues:
SMILES | NOD2 inhibition | XIAP antagonists | LYP phosphatase | PMI inhibition | PMI inhibitors | KOR beta-arrestin-1 | KOR beta-arrestin-2 | TNAP activators | NOD1 inhibition
COc1cc(OC)c(C(=O)NCCCN2CCOCC2)cc1OC | 11% | -2.2% | -4% | 2% | -4% | -36% | 0.8% | 1.1 | -24%
CCOC(=O)c1cc2sccc2n1CC(=O)N1CCc2ccccc21 | 23% | -2.7% | -5% | 3% | 5% | 19% | -4.9% | 1.1 | 4%
Cc1cc(Nc2ccc(F)cc2Cl)n2ncnc2n1 | 8% | -4.8% | 3% | 17% | 15% | 6% | -2.6% | 1.1 | -13%
Cc1ccccc1NC(=O)CSc1nc2c(c(=O)n(C)c(=O)n2C)n1C | 12% | / | -11% | / | / | -26% | 1.4% | / | -12%
Oc1ccccc1C(Nc1nccs1)c1ccc2cccnc2c1O (stereo not given) | -77% | / | -4% | / | / | -12% | / | / | 4%
CC(=O)N1CCN(c2ccc(NCc3ccc(C)cc3)cc2)CC1 | 16% | -6.0% | -3% | 23% | 12% | 4% | -7.7% | 1 | 18%
CCOc1ccc(N2C(=O)CC(N3CCN(c4ccc(Cl)cc4)CC3)C2=O)cc1 (stereo not given) | -6% | / | -5% | / | / | -13% | 3.4% | / | -11%
CCc1nnc(NC(=O)CSc2nnc(-c3ccoc3C)n2-c2ccccc2)s1 | 10% | -4.6% | -12% | 7% | 2% | -46% | -2.5% | 1.1 | 6%
Cc1cc(Br)ccc1OCCn1ccnc1 | 8% | 2.7% | -8% | -14% | -11% | -11% | 3.4% | 1 | -17%
CCOC(=O)C1(Cc2ccc(OC)cc2)CCN(C(=O)c2sc(C)nc2C)CC1 | 15% | -0.3% | -1% | -3% | -3% | -14%[20 µM] | / | 1.1 | -25%
COc1cc(CCC(=O)NNC(=O)c2cccc(Cl)c2)cc(OC)c1OC | -3% | / | -8% | / | / | 10% | -6.1% | / | -41%

These rows are one share of the data, so the mix of outcomes need not match the whole.
